H37Rv inhibition: M. tuberculosis growth inhibition, HTS (AID 449762) | M. tuberculosis H37Rv growth inhibition, 7H9 media; higher % means a stronger effect | inhibition, % at 25 µM, or IC50 in µM where a hit was titrated | hit rate 0.59% among 330,000; in the data active = a potency from the dose series; inconclusive = inhibition above about 70% without an active follow-up result;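 note: bacterial growth assessed after seven days of incubation; strong numbers were not always called active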
M. tuberculosis: growth inhibition of non-replicating M. tuberculosis (AID 488890). Mycobacterium tuberculosis non-replicating, growth inhibition; higher % means a stronger effect. one-dose inhibition, % at 25 µM; IC50 in µM for titrated hits. hit rate 0.39% among 320,000; in the data active = a potency from the dose series; inconclusive = inhibition mostly from about 82% at the one dose, without a potency; inactive = the rest, 99 in 100 with inhibition below about 76%;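 note: plate controls were DMSO cells for no effect and high antibiotic wells for full effect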
PhoP GFP inhibition: Inhibition of PhoP regulon, Salmonella typhi GFP reporter cells, confirmation, 4 h (AID 1850); Salmonella Typhi PhoP-promoter GFP reporter, fluorescence, 4 h; higher % means a stronger effect; inhibition, % at 50 µM; hits with a dose series show IC50 in µM; hit rate 0.33% among 310,000; in the data active = a potency from the dose series; inconclusive = inhibition mostly from about 25% at the one dose, without a potency; inactive = the rest, 99 in 100 with inhibition below about 19%;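 note: 0% = induced wells with vehicle and 100% = uninduced wells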
VEEV TC-83 Vero: inhibitors of VEEV TC-83 cytopathic effect, confirmation, Vero cells (AID 588727); Vero cells, VEEV TC-83 cytopathic effect inhibition; higher % means a stronger effect; one-dose inhibition, % at 20 µM; IC50 in µM for titrated hits; hit rate 0.13% among 350,000; in the data active = a potency from the dose series; inconclusive = inhibition mostly from about 14% at the one dose, without a potency; inactive = the rest, 99 in 100 with inhibition below about 12%; note: strong numbers were not always called active
H1N1 NS1A inhibition: H1N1 influenza NS1A inhibitors, functional cell based assay (AID 504329). hit rate 0.3% among 340,000. NS1A functional cell-based assay, percent inhibition; higher % means a stronger effect. inhibition, % at 12.5 µM; hits with a dose series show IC50 in µM; in the data active = a potency from the dose series; inconclusive = inhibition above about 27% without an active follow-up result; note: strong numbers were not always called active
VEEV TC-83 Vero 10K pilot screen: second read-out of VEEV TC-83 Vero, no call of its own (marks repeat the call); inhibition, %; measured here: 10K pilot screen inhibition
* marks the source's active call; other numbers are inactive results; i = inactive; ? = inconclusive; · = no result given.

Start of the listing, in advance:
SMILES | H37Rv inhibition | M. tuberculosis | PhoP GFP inhibition | VEEV TC-83 Vero | H1N1 NS1A inhibition | others
Cc1ccccc1CS(=O)(=O)c1ccc(C(=O)N2CCC(C)CC2)cc1[N+](=O)[O-] | 6.2% | 16.8% | -15.3% | 0.4% | -4.5%
O=CNC1CCCc2c1[nH]c1ccc(Cl)cc21 (stereo unspecified) | 4.7% | 11.3% | -3.7% | 4.1% | 6.4%
O=C(CC1C(=O)NCCN1Cc1cccc(Oc2ccccc2)c1)NCCc1ccncc1 (stereo unspecified) | 9.4% | · | -14.9% | 0.4% | -19.3%
O=C(c1ccco1)N1CCCN(Cc2nc(-c3cccs3)no2)CC1 | 4.8% | 1.9% | 8.9% | i | 10.4%
CC(=C/c1ccc(C(C)C)cc1)/C=N/NC(=O)c1ccncc1 | ? | 37.8% | -1.6% | 6.7% | -1.1%
CCCCn1c(CN2CCN(C(=O)OCC)CC2)nc2c1c(=O)n(C)c(=O)n2C | -0.1% | 4.3% | -6.4% | i | 4.0%
Cc1ccc(S(=O)(=O)N2CCC(=O)N(C(COCc3ccc(Cl)cc3)Cc3ccccc3)CC2)cc1 (stereo unspecified) | -4.9% | 10.3% | -0.9% | 0.1% | -11.3% | VEEV TC-83 Vero 10K pilot screen=1.7
Cc1cnc(C(=O)OCC(=O)NC(=O)NC(C)C)cn1 | 1.9% | 7.8% | -2.4% | 1.6% | 7.4%
CCC(CC)c1nnc(NC(=O)CCc2ccccc2OC)s1 | 1.3% | -2.6% | 17.6% | 1.0% | 1.9%

The list itself, repeating the preview:
SMILES | H37Rv inhibition | M. tuberculosis | PhoP GFP inhibition | VEEV TC-83 Vero | H1N1 NS1A inhibition | others
Cc1ccccc1CS(=O)(=O)c1ccc(C(=O)N2CCC(C)CC2)cc1[N+](=O)[O-] | 6.2% | 16.8% | -15.3% | 0.4% | -4.5%
O=CNC1CCCc2c1[nH]c1ccc(Cl)cc21 (stereo unspecified) | 4.7% | 11.3% | -3.7% | 4.1% | 6.4%
O=C(CC1C(=O)NCCN1Cc1cccc(Oc2ccccc2)c1)NCCc1ccncc1 (stereo unspecified) | 9.4% | · | -14.9% | 0.4% | -19.3%
O=C(c1ccco1)N1CCCN(Cc2nc(-c3cccs3)no2)CC1 | 4.8% | 1.9% | 8.9% | i | 10.4%
CC(=C/c1ccc(C(C)C)cc1)/C=N/NC(=O)c1ccncc1 | ? | 37.8% | -1.6% | 6.7% | -1.1%
CCCCn1c(CN2CCN(C(=O)OCC)CC2)nc2c1c(=O)n(C)c(=O)n2C | -0.1% | 4.3% | -6.4% | i | 4.0%
Cc1ccc(S(=O)(=O)N2CCC(=O)N(C(COCc3ccc(Cl)cc3)Cc3ccccc3)CC2)cc1 (stereo unspecified) | -4.9% | 10.3% | -0.9% | 0.1% | -11.3% | VEEV TC-83 Vero 10K pilot screen=1.7
Cc1cnc(C(=O)OCC(=O)NC(=O)NC(C)C)cn1 | 1.9% | 7.8% | -2.4% | 1.6% | 7.4%
CCC(CC)c1nnc(NC(=O)CCc2ccccc2OC)s1 | 1.3% | -2.6% | 17.6% | 1.0% | 1.9%
CCOc1ccc(Br)cc1/C=N/O | -12.8% | 7.8% | -1.4% | 0.2% | -0.9%
Cc1cc(CCN2CCC(=O)NC2=S)ccc1OC(C)C | 2.5% | 17.1% | -11.9% | 3.1% | 0.6%
COc1cccc(C2NC(CCSC)(C(=O)O)C3C(=O)N(C(C)C)C(=O)C23)c1O (stereo unspecified) | -0.9% | 0.6% | -4.1% | i | 3.5%
O=C(CSc1nnc2ccccn12)NNC(=O)c1cccc([N+](=O)[O-])c1 | -7.6% | -19.0% | · | 2.6% | -14.5%
CSc1nnc(C2CCN(CC(=O)Nc3ccccc3N3CCOCC3)CC2)n1C(C)C | 3.1% | -3.1% | 14.2% | 2.0% | 0.9%
COCCN1CCN(C(=O)c2ccc3oc(CCCc4ccccc4)nc3c2)CC1 | -13.3% | 7.9% | -4.5% | 0.7% | -1.6%
O=C(c1cccc(F)c1)N1CCN(C(=O)C2CC2)CC1 | -9.0% | · | -13.7% | 0.6% | 9.1%
C=CCOC(=O)C1=C[C@H](c2coc3ccccc3c2=O)C[C@H](OCCCCO)O1 | 2.3% | 9.3% | -6.1% | 0.4% | 3.4%
COc1ccc(Cl)cc1-c1nc(-c2ccc(Br)o2)no1 | -7.7% | -12.0% | -1.9% | 0.3% | 1.0%
Cc1ccc(-c2nnc(COC(=O)c3ccco3)o2)cc1 | 51.2% | 60.2% | -6.8% | i | -7.2%
O=c1[nH]c(=O)n(Cc2ccccc2Cl)c(O)c1/C=C1/C=CC=N1 | ? | 0.25µM* | -4.7% | 9.3% | -1.1%
CC(C)(C#N)c1cc(Cn2cncn2)cc(C(C)(C)C#N)c1 | -3.1% | -7.0% | 12.7% | · | ·
CC(NC(=O)C1CCC(C(C)(C)C)CC1)C(c1ccccc1)N1CCOCC1 (stereo unspecified) | -0.2% | 31.9% | -3.1% | i | -1.2%
C=CCn1c(SCC(=O)Nc2sccc2C(N)=O)nc2sc(C)c(C)c2c1=O | 8.2% | 23.6% | 13.1% | i | 9.5%
CCOC(=O)c1c(-c2ccccc2)cn2c(C)cc(C)nc12 | -6.8% | 1.6% | 11.6% | 6.0% | -2.3%
O=C(OC(C(=O)NCc1ccccc1)c1ccccc1)c1ccco1 (stereo unspecified) | 2.6% | 28.1% | 5.2% | 0.5% | -5.2%
(cont.)
SMILES | H37Rv inhibition | M. tuberculosis | PhoP GFP inhibition | VEEV TC-83 Vero | H1N1 NS1A inhibition | others
CCOc1nc(SCCOc2ccc(Cl)cc2Cl)nc(N(C)C)n1 | 8.8% | 28.7% | 8.7% | 0.7% | -8.0%
CCC(C)(C)n1nnnc1C(C(C)C)N1CCN(C(=O)c2ccco2)CC1 (stereo unspecified) | -7.4% | -8.5% | 11.2% | 2.3% | -4.8%
O=C1C2C(c3cccc(/C=C/c4ccccc4)c3)CC=CC2C(c2ccc(C(F)(F)F)cc2)N1Cc1ccccc1 (stereo unspecified) | 5.0% | -1.8% | -1.2% | i | 18.7%
Cc1nc2ccc(NC(=O)c3ccc([N+](=O)[O-])cc3)cc2s1 | 3.4% | · | -2.5% | i | 6.1%
CN1CCS/C1=C/C=C1\SC(=S)N(CC(=O)O)C1=O | -5.6% | -0.1% | -80.0% | i | 12.4%
Cc1cccc(NC(=O)Cn2nc(-c3ccco3)ccc2=O)c1C | -3.4% | -3.4% | -31.7% | i | 0.8%
C=CCOc1ccc(CN(C)C(=O)C2CCCO2)cc1 (stereo unspecified) | 4.2% | 7.2% | 15.3% | i | -11.6%
Nc1ccc(S(=O)(=O)NNC(=O)C(=O)NNc2ccccn2)cc1 | 1.0% | 5.5% | 16.2% | 0.6% | 0.8%
Cc1cccc(NC(=O)c2sc3nc(-c4ccccc4)cn3c2C)n1 | -6.7% | 43.5% | 24.4% | 9.1% | 8.5%
COc1cccc(CNc2nc(-c3cccnc3)nc3ccccc23)c1 | 7.5% | 19.7% | 1.5% | 8.9% | 0.7%
CCCCn1c(SCC(=O)NCc2ccc(OC)c(C(=O)O)c2)nc2cc(S(N)(=O)=O)ccc21 | 5.0% | -7.2% | 7.0% | 0.7% | 0.5%
O=C(COC(=O)c1cc(C(F)(F)F)cc(C(F)(F)F)c1)NCc1ccc(Cl)cc1 | 11.9% | 60.5% | -6.9% | 0.7% | -6.7%
CCCCNC(=S)NCc1ccc2[nH]c3c(c2c1)CCCC3 | -6.0% | ? | -9.7% | i | 11.7% | VEEV TC-83 Vero 10K pilot screen=0.0
CCOc1ccc2[nH]c3c(N4CCN(C(=O)c5ccco5)CC4)ncnc3c2c1 | 25.5% | 54.8% | 1.8% | · | ·
Cc1ccc(C(=O)N(CC(=O)NC2CCCCC2)c2ccccc2C)s1 | -2.5% | 14.3% | -9.7% | i | 2.1%
CCCCNc1c(-c2ccc(OC)c(SC(C)CC)c2)nc2ccc(C)cn12 (stereo unspecified) | ? | 55.2% | · | 13.1% | 10.9%
Cc1ccc(OP(=O)(NCc2ccccc2)Oc2ccc(C)cc2)cc1 | 30.2% | 23.7% | 2.8% | i | -6.7%
CC(C)CCNC(=O)c1cc(-c2ccncc2)nc2ccc(S(=O)(=O)N3CCOCC3)cc12 | 8.9% | -5.8% | -11.9% | i | -1.2%
CCN(C(=O)COC(=O)CCCc1c[nH]c2ccccc12)c1c(N)n(Cc2ccccc2)c(=O)[nH]c1=O | · | · | · | i | 0.8%
CCN1C[C@@H]2[C@@H]3C(=O)N(Cc4ccccc4)C(=O)[C@@H]3[C@](Cc3ccccc3)(C1=O)N2C(=O)c1ccc(C(F)(F)F)cc1 | · | · | · | 0.2% | -6.4%
CN(CC(=O)N1CCN(C2CCCCC2)CC1)S(=O)(=O)c1cccc2nsnc12 | -0.6% | -15.8% | -20.1% | 3.9% | 0.8%
CCc1cc(C(=O)O)c(NC(=O)/C=C/c2ccc(OC)cc2)s1 | 2.8% | 54.9% | -9.5% | 0.7% | -8.2%
CC(=O)N1CCCc2cc(S(=O)(=O)NC(C(=O)NC3CCCCC3)C(C)C)ccc21 (stereo unspecified) | -9.3% | 1.5% | -10.7% | i | 13.0%
O=C(O)Cc1ccc(NC(=O)c2ccc3c(c2)C(=O)N(Cc2ccco2)C3=O)cc1 | -13.1% | -6.1% | -16.4% | 0.1% | 12.7%
CC(C)c1ccc(OC(=O)NCCO)cc1 | 0.2% | -0.5% | -1.3% | 1.9% | -7.2%
Further structures follow:
SMILES | H37Rv inhibition | M. tuberculosis | PhoP GFP inhibition | VEEV TC-83 Vero | H1N1 NS1A inhibition | others
COCCNC(=O)COC(=O)c1ccc(OCC(=O)Nc2ccccc2OC)c(OC)c1 | -1.8% | 14.4% | -4.9% | i | 4.9%
Nc1nnc(C(F)(F)F)s1 | 1.3% | -5.6% | -3.1% | 1.2% | -5.5%
CCCn1c(N)c(C(=O)COC(=O)CCNS(=O)(=O)c2ccccc2F)c(=O)[nH]c1=O | 4.6% | 17.6% | -8.3% | 0.5% | -6.6%
CN1CN(c2ccccc2)C2(CCN(CCCSc3ccccc3NC(=O)/C=C/c3ccccc3)CC2)C1=O | · | · | · | ? | 24.0%
O=C(CN(c1ccc(Cl)c(Cl)c1)S(=O)(=O)c1ccccc1)N1CCc2ccccc2C1 | -5.5% | 21.0% | -4.0% | 3.2% | 4.3%
COc1ccc(CN(C(=O)c2cc3ccccc3oc2=O)C2CCS(=O)(=O)C2)cc1 (stereo unspecified) | -1.0% | 2.0% | -2.1% | i | 10.4%
CCOc1ccc(CNS(=O)(=O)c2ccc(-c3ccc(=O)[nH]n3)o2)cc1OC | 5.3% | -2.5% | 3.7% | 2.5% | 0.5%
COc1ccc(NC(=O)N2CCCCCC2)c(OC)c1 | -2.1% | -0.8% | -9.2% | 1.8% | -9.9%
CCOC(=O)c1c(C)[nH]c(C)c1C(=O)COC(=O)C1CC(=O)N(CCc2ccccc2)C1 (stereo unspecified) | 8.1% | 27.6% | · | i | 3.8%
O=C(COC(=O)Cc1ccsc1)NCC1CCCCC1 | -2.9% | 62.1% | 3.4% | i | 1.1%
CC(C)C(=O)Nc1ccc(NC(=O)c2cccnc2)cn1 | -1.2% | 3.5% | -0.3% | 0.6% | -13.5%
C/C=N/N(c1ccccc1)c1ccccc1 | · | · | · | i | -7.4%
O=C(NCCc1ccccc1)c1cnc2sccn2c1=O | -14.7% | · | 0.6% | 1.1% | 3.1%
CCOC(=O)C1=C(C)N=C2SC(C(=O)OC)=CC(=O)N2C1c1ccc(F)cc1 (stereo unspecified) | 46.1% | 40.6% | 2.2% | 7.0% | -4.6%
COc1ccc(C[C@H]2CN3C(=NC[C@@H]3C(C)C)N2C[C@H](C)NC(=O)c2ccc(C)c(Br)c2)cc1 | ? | ? | 1.1% | 38.1% | 4.5%
COc1ccc(CNC(=O)[C@@H]2CC=C[C@@H]3CCN(C4CCCCC4)C(=O)[C@@H]32)cc1 | 4.0% | 4.8% | -4.8% | 0.1% | -15.5%
CCC1=NN(C(=O)Cc2ccc([N+](=O)[O-])cc2)C(O)(C(F)(F)F)C1 (stereo unspecified) | -7.8% | 72.9% | 4.0% | 0.6% | -1.4%
CCCCNC(=O)c1onc(CSc2cc(C)ccc2C)c1C(=O)O | ? | 27.2% | -24.7% | 0.1% | 11.4%
CN(CC(=O)Nc1ccc(F)cc1)C(=O)CN1C(=O)NC2(CCCC2)C1=O | · | · | · | i | 3.6%
CCc1ccc(N2C(=O)C3C4CCC(C4=C(C)C)C3C2=O)cc1 (stereo unspecified) | 0.7% | 8.0% | 11.6% | i | -6.0%
CC1Cc2ccccc2N1C(=O)c1cc2sccc2n1Cc1ccc(F)cc1 (stereo unspecified) | 8.1% | 45.5% | -10.2% | 3.4% | 6.5%

Screening results from PubChem BioAssay.
